ERb coact inh – blocks coactivator binding to human estrogen receptor beta; AID 633; TR-FRET ER-beta LBD / SRC1-Cy5 peptide binding; receptor agonist-loaded with 1 µM estradiol; Q92731; actives 1.3% (n = 86,000); inhibition, % at 25.6 µM;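 active = compounds whose percent inhibition of the receptor-coactivator binding signal exceeds about 50% in the single-dose screen, limit read from the data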;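 note: 0% = receptor plus peptide wells without compound and 100% = peptide-only wells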
MT1-MMP txn act – MT1-MMP promoter transcription activation; HT1080 MT1-MMP promoter luciferase reporter, luminescence, overnight; stronger effect = higher value; activation factor at 10 µM; actives 0.16% (n = 86,000); AID 750;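 active = activation factor of at least 2 for MT1-MMP transcription at 10 µM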
CD11b adhes inh – blocks human CD11b/CD18 adhesion to fibrinogen | inhibition, % at 10 µM | P05107+P11215 | actives 0.54% (n = 93,000) | K562 CD11b/CD18 adhesion to fibrinogen, ATPlite luminescence; Mn2+ added to activate the integrin | AID 1497;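 active = primary inhibition of 50% or more at 10 µM, then 40% or more on retest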; note: some results filed as inactive read as strong as hits
E coli WT exp – blocks growth of wild type E. coli BW25113; growth inhibition, % at 100 µM; OD600 absorbance; actives 0.15% (n = 98,000); AID 710;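 active = growth inhibition above about 50% at one test dose, limit read from the data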;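 note: growth measured after 20 h incubation at 37 °C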
FAK blocker – blocks human focal adhesion kinase activity; actives 0.84% (n = 97,000); biochemical FAK kinase activity assay; AID 727; inhibition, %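 (tested at 7 µM)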; in the data active = inhibition above about 19%;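 note: 0% = DMSO and 100% = reference compound high control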
ERa coact inh – ER-alpha (human) coactivator binding inhibition. P03372. actives 1.7% (n = 86,000). TR-FRET ER-alpha LBD / SRC-1 peptide, estradiol-bound. AID 629. inhibition, % at 25.6 µM; in the data active = inhibition above about 50%;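 note: 0% = receptor plus peptide control and 100% = peptide only without receptor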
Target sequence (P03372 whole entry, looked up, the tested form may be a part): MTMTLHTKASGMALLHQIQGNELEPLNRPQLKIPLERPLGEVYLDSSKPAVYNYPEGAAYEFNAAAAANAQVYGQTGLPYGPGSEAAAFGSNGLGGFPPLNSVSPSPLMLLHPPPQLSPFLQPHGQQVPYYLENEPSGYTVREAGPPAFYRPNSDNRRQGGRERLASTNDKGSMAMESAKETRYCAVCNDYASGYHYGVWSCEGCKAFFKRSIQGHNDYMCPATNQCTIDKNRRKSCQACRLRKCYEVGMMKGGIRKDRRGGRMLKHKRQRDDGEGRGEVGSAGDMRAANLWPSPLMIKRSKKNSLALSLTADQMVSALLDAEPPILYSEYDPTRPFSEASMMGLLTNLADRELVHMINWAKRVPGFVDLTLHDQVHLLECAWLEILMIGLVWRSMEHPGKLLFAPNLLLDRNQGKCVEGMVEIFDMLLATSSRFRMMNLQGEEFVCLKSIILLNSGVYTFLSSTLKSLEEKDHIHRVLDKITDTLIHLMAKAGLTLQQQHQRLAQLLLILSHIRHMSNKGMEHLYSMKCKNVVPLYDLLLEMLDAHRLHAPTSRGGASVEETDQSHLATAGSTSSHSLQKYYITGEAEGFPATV
ERa coact pot – ER-alpha (human) coactivator binding potentiation; coactivator binding (% of control), % at 25.6 µM; actives 1.3% (n = 86,000); P03372; TR-FRET ERalpha-LBD/SRC-Cy5 coactivator binding, 2 h; 100 = basal binding, no effect; in the data active = activity above about 200%;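 note: binding measured in presence of low estradiol as agonist stimulus; 0% = peptide alone without receptor and 100% = receptor with peptide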
PLAP activator – activates human placental alkaline phosphatase | AID 696 | activation fold at 20 µM | P05187 | actives 1.2% (n = 96,000) | purified PLAP enzyme, luminescent substrate read-out; stronger effect = higher value; in the data active = activation fold above about 2
Mac1 fbg enh – CD11b/CD18-fibrinogen binding enhancement; AID 1499; actives 0.07% (n = 93,000); K562 CD11b/CD18 adhesion to fibrinogen, ATPlite luminescence; activation, % at 10 µM;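 active = 10 µM primary screen giving 50% or more activity, confirmed by 40% or more on retest at that dose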; note: strong numbers were not always called active; reference of the scale not given here
* = called active by the depositor; . = not tested or not shown; [ ] = remark or other dose.

SMILES	ERa coact pot	Mac1 fbg enh	FAK blocker	ERa coact inh	PLAP activator	MT1-MMP txn act	E coli WT exp	ERb coact inh	CD11b adhes inh
Cc1oc(-c2ccc(Cl)cc2)nc1CN1CCC(C(=O)NCCCN2CCOCC2)CC1	115	0	-2	2	1.7	1.2	9	-1	20
COc1cc(NS(=O)(=O)c2ccc(NC(=S)NC(=O)CC(C)C)cc2)nc(OC)n1	98	.	0	-38	.	1.2	.	-9	.
COc1ccc(CNc2ccc3c(c2)CCC3)cc1OC	100	-4	2	-6	0.9	1.1	11	3	-15
CCCOc1ccc(N2CC(C(=O)Nc3ccccn3)CC2=O)cc1 (stereo unspecified)	108	.	-1	-10	1	1.1	1	-2	.
Cn1cc(C(=O)c2ccc(Cl)cc2Cl)cc1C(=O)N/N=C(\N)COc1cccc(C(F)(F)F)c1	91	-2	-1	-3	2*	.	-8	-6	6
O=S(=O)(N1CCCCC1)N1CCNCC1	114	-1	-1	0	1.1	1.7	3	-28	3
CCCCOCC(O)Cn1c(C)nc2ccccc21 (stereo unspecified)	99	-1	-2	-14	1.1	1.1	3	-1	-4
Cc1nc2c(-c3ccccc3)c(C)nn2c(C)c1CCC(=O)O	121	-2	-2	0	1.4	0.9	-2	-10	-6
COc1cc(-c2nnc(Sc3ccc(C(F)(F)F)cc3[N+](=O)[O-])o2)cc(OC)c1OC	104	3	-3	-6	0.9	1	-3	-10	11
O=C(NCCCN1CCCC1=O)c1cc(=O)c2ccccc2o1	120	-5	5	-3	1.3	1.1	5	-11	-11
CCN(Cc1ccccc1)C(=O)C1CCN(Cc2ccc(OC)c(OC)c2OC)CC1	117[fluorescence artefact?]	2	-1	4[fluorescence artefact?]	1.7	1.2	-1	-1[fluorescence artefact?]	-13
CCOC(=O)c1ccc(NC(=O)CSc2nnnn2CCCO)cc1	96	-3	-3	-1	0.9	1.3	9	-12	-4
CCOC(=O)C1CCCN(c2ncnc3c2oc2ccccc23)C1 (stereo unspecified)	100	-4	-3	0[fluorescence artefact?]	1.2	1.5	2	-2[fluorescence artefact?]	47
O=C(Nc1ccccc1)N1CCN(Cc2ccc3c(c2)OCO3)CC1	135	2	2	-6	0.9	1.1	5	-9	-3
CCC(C)(C)n1nnnc1C(c1cc2cccc(C)c2[nH]c1=O)N1CCCC1 (stereo unspecified)	99[fluorescence artefact?]	1	1	13	1.2	1.2	-1	19	-24
O=c1oc2ccccc2n1Cn1c(=O)oc2ccccc21	90[fluorescence artefact?]	2	9	4[fluorescence artefact?]	0.9	1	3	1[fluorescence artefact?]	0
COc1ccc(NC(=O)Cn2nnc(C(=O)NCc3cccc(OC)c3)c2N)cc1	112	.	-6	4[fluorescence artefact?]	1	1.2	-5	1	.
COc1cccc(CCC(=O)O)c1OC	122	.	-2	1	.	1.1	-4	4	.
NC1=NC(c2ccccc2Cl)n2c(nc3ccccc32)N1 (stereo unspecified)	91	1	-3	1	1.4	1.2	11	-12	8
COc1ccc(OC)c(C2C(C#N)=C(N)Oc3c2c(C)nn3-c2cccc(Cl)c2)c1 (stereo unspecified)	92	-9	-3	-4	1.2	1.1	5	-3	74
c1ccn2cc(CSC3=NCCS3)nc2c1	101	-1	.	-10	0.9	1.7	35	0	-3
CCN(CC)S(=O)(=O)c1cccc(-c2nnc(SCc3nnc(-c4ccccc4)o3)n2C)c1	99	-2	0	-17	1.6	1.1	0	11	-10
COc1cccc(-n2nc3c(=S)[nH]nc(C)c3c2C)c1	.	-7	3	.	1.1	.	-5	.	7
O=S(=O)(NC1CCN(Cc2ccccc2)CC1)c1cccc(S(=O)(=O)N2CCOCC2)c1	111	0	1	-2	1.4	1.2	3	7	-65
OCCNc1nc(OCC(F)(F)F)nc(N2CCN(C34CC5CC(CC(C5)C3)C4)CC2)n1	.	-2	.	.	0.9	1.2	6	.	-3
Cc1nnc(N2CCN(c3ccccc3)CC2)c2nn(-c3ccccc3F)c(C)c12	79	.	3	10[fluorescence artefact?]	.	1	.	14[fluorescence artefact?]	.
CC(C)CCSc1nnc(Cn2c(=O)sc3ccccc32)n1C	105	.	.	-1	.	1	5	-11	.
O=C(c1ccc(F)cc1)C1CCN(C(=O)N2CCOCC2)CC1	95	2	0	6	1	1	4	0	3
CC(=O)Cc1ccccc1OC(=O)c1ccco1	84	0	0	13[fluorescence artefact?]	1	1.2	4	11	6
CCCOc1ccc(/C(O)=C2/C(=O)C(=O)N(c3cc(C)on3)C2c2ccc(C(=O)OC)cc2)cc1 (stereo unspecified)	88	.	-4	3	1.1	1.2	0	-3	.
C/C(=N\NS(=O)(=O)c1ccc(C)cc1)c1ccc(C)s1	136	.	1	-3	1	1.1	3	-2	.
CC(=O)c1c(N2CCCC2)nc(=S)n(-c2ccccc2)c1C	96[fluorescence artefact?]	2	-1	-2	1	1	-8	-2	-1
COc1ccc(S(=O)(=O)N2CCN(C3CCCCCCC3)CC2)cc1	105	-1	.	2	1.4	1	3	3	-12
COc1ccc(S(=O)(=O)N(Cc2cc3ccc(OC)cc3[nH]c2=O)CC2COCCO2)cc1 (stereo unspecified)	112	2	-2	-4	1.7	1	-8	2	17
COc1ccc(-c2cc(C(F)(F)F)n3nc(C(=O)N4CCCCC4)cc3n2)cc1OC	102	-1	-1	-1	1.4	1.1	0	-5	-20
Cc1cccn2c(=O)c3cc(C#N)c(=NC(=O)c4ccccc4)n(Cc4ccco4)c3nc12	177[fluorescence artefact?]	.	.	63*[fluorescence artefact?]	.	0.9	.	41	.
COc1ccc(-c2nnc3ccc(SCC(=O)N4CCCCCC4)nn23)cc1OC	97	0	.	-1	1	1	.	-2	-30
Nc1c(S(=O)(=O)c2ccccc2)c2nc3ccccc3nc2n1/N=C/c1ccco1	61[fluorescence artefact?]	-2	-2	32[fluorescence artefact?]	0.9	0.8	-12	48[fluorescence artefact?]	-15
Cc1ccsc1CNn1cnnc1SCc1ccccc1F	117	7	-5	-7	0.8	1.2	4	-7	-14
CCCC(=O)Nc1ccc2c(c1)nc1n2CCOC1	130	3	-2	5[fluorescence artefact?]	0.9	1	0	-8[fluorescence artefact?]	-8
CC1CCN(C(=O)CSc2nnc(Cc3ccccc3)o2)CC1	101[fluorescence artefact?]	-1	.	-5	1.1	1.1	-2	-13[fluorescence artefact?]	-6
Cc1cc2c(cc1C)CSC(c1ccccc1OC(=O)C(C)(C)C)SC2	.	1	-1	.	0.9	.	-11	.	-40
CSc1nc(-c2ccccc2)nn1S(=O)(=O)c1ccccc1	102	.	3	-8	.	1.2	.	-4	.
Cc1cc(C)cc(Nc2cnn(C34CC5CC(CC(CC(=O)O)(C5)C3)C4)c(=O)c2Cl)c1	96[fluorescence artefact?]	-2	1	-5	1.4	1.3	-10	3	9
O=C(CSc1nnc(-c2ccncc2)n1Cc1ccccc1)NCCc1ccccc1	97	-2	-2	-7	1.5	1.3	7	-6	-9
Cc1c(C(=O)NCc2cccs2)oc2ccc(Br)cc12	.	-4	10	.	1	.	-15	.	8
Cc1ccccc1Cn1cc(NC(=O)c2cc3nc(-c4ccco4)cc(C(F)(F)F)n3n2)cn1	.	-4	2	.	1	0.9	-6	.	3
CN=C1c2cc3cc(OC)ccc3n2CCN1Cc1ccccc1	115	0	0	-2	0.8	1.1	1	-9	-16

Among those listed so far, these contain a cyano group:
SMILES	ERa coact pot	Mac1 fbg enh	FAK blocker	ERa coact inh	PLAP activator	MT1-MMP txn act	E coli WT exp	ERb coact inh	CD11b adhes inh
COc1ccc(OC)c(C2C(C#N)=C(N)Oc3c2c(C)nn3-c2cccc(Cl)c2)c1 (stereo unspecified)	92	-9	-3	-4	1.2	1.1	5	-3	74
Cc1cccn2c(=O)c3cc(C#N)c(=NC(=O)c4ccccc4)n(Cc4ccco4)c3nc12	177[fluorescence artefact?]	.	.	63*[fluorescence artefact?]	.	0.9	.	41	.

(more compounds)
SMILES	ERa coact pot	Mac1 fbg enh	FAK blocker	ERa coact inh	PLAP activator	MT1-MMP txn act	E coli WT exp	ERb coact inh	CD11b adhes inh
Cc1ccc(C(=O)N2CCN(S(C)(=O)=O)C2)cc1	128	-1	-2	-3	0.9	1.1	0	-8	-9
COc1cc(C(=O)ON=C2C(C)=CC(=O)C=C2C)cc(OC)c1OC	.	-4	5	.	0.9	.	-4	.	-5
Cc1cccc(N2CCN(C(=O)C3CCN(S(=O)(=O)c4cnc[nH]4)CC3)CC2)c1C	128[fluorescence artefact?]	-3	.	7[fluorescence artefact?]	1.6	1.2	-9	10[fluorescence artefact?]	-12
CSc1nc(C)cc(/C=C\c2ccccc2)c1C#N	.	12	-1	.	0.8	.	-3	.	-17
CC(C)OC(=O)c1c(N)sc2c1CCCC2	47	.	1	0[fluorescence artefact?]	.	1	.	-13[fluorescence artefact?]	.
O=C(N/N=C/c1ccc(O)c(O)c1O)/C(=C/c1ccc([N+](=O)[O-])cc1)NC(=O)c1ccccc1	43[fluorescence artefact?]	3	6	89*[fluorescence artefact?]	1.9	0.9	39	71*[fluorescence artefact?]	-1
CC1(C)SC2c3ccccc3C(=O)N2[C@@H]1C(=O)NCc1ccco1 (stereo partly specified)	106	3	-1	0	1.4	1.1	5	3	-2
O=C1c2ccccc2C(=O)N1CCCc1nc(-c2cccnc2)no1	98[fluorescence artefact?]	-3	1	-2	1	1.3	8	-6	8
Cc1nc2nc(-c3ccc(Cl)cc3)[nH]n2c(=O)c1Cc1ccccc1	97	0	9	19	0.6	1.2	-4	17	-35
CC(C)(C)C(=O)c1cn(CC(=O)NCc2ccc3c(c2)OCO3)c2ccccc12	134	-6	0	-14	0.7	1.2	-10	-8	-10
C=CCOn1c(=O)c(-c2cc3ccccc3o2)[n+]([O-])c2ccccc21	.	-4	-1	.	1	1.6	-15	.	-12
CCOC(=O)c1cccc(N2C(N)=NC(N)=NC2(C)C)c1	93	2	-1	-3[fluorescence artefact?]	1	1.1	-2	-5	8

Compounds listed so far containing two or more sulfur atoms, in the order listed:
SMILES	ERa coact pot	Mac1 fbg enh	FAK blocker	ERa coact inh	PLAP activator	MT1-MMP txn act	E coli WT exp	ERb coact inh	CD11b adhes inh
COc1cc(NS(=O)(=O)c2ccc(NC(=S)NC(=O)CC(C)C)cc2)nc(OC)n1	98	.	0	-38	.	1.2	.	-9	.
c1ccn2cc(CSC3=NCCS3)nc2c1	101	-1	.	-10	0.9	1.7	35	0	-3
CCN(CC)S(=O)(=O)c1cccc(-c2nnc(SCc3nnc(-c4ccccc4)o3)n2C)c1	99	-2	0	-17	1.6	1.1	0	11	-10
O=S(=O)(NC1CCN(Cc2ccccc2)CC1)c1cccc(S(=O)(=O)N2CCOCC2)c1	111	0	1	-2	1.4	1.2	3	7	-65
CC(C)CCSc1nnc(Cn2c(=O)sc3ccccc32)n1C	105	.	.	-1	.	1	5	-11	.
C/C(=N\NS(=O)(=O)c1ccc(C)cc1)c1ccc(C)s1	136	.	1	-3	1	1.1	3	-2	.
Cc1ccsc1CNn1cnnc1SCc1ccccc1F	117	7	-5	-7	0.8	1.2	4	-7	-14
Cc1cc2c(cc1C)CSC(c1ccccc1OC(=O)C(C)(C)C)SC2	.	1	-1	.	0.9	.	-11	.	-40
CSc1nc(-c2ccccc2)nn1S(=O)(=O)c1ccccc1	102	.	3	-8	.	1.2	.	-4	.
